# Bcl-B Bim block: inhibitors of Bim-Bcl-B binding, primary screen, biochemical, multiplexed, human Bcl-2 family; Bcl-2-like protein 10 (Homo sapiens), Q9HD36; bead-based flow cytometry, Bim peptide-Bcl-B binding; inhibition, % at 10 µM; AID 951, 2007; hit rate 0.073% among 190,000;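 also: 0% = tracer peptide without compound and 100% = reference inhibitor peptide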
# Target sequence (Q9HD36 whole entry, looked up): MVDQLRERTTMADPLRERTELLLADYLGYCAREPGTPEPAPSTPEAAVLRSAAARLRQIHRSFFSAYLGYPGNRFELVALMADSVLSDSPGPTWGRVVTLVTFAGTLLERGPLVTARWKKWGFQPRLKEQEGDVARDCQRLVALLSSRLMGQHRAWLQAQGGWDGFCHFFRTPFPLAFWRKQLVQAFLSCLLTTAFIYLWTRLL
# GSH bead fluor: compound fluorescence on glutathione beads, profiling panel, artefact control, biophysical, 488/530 nm, flow cytometry | fluorescence (KMESF) at 10 µM | hit rate 0.25% among 190,000 | GSH beads flow cytometry, compound fluorescence 488/530 nm; stronger effect = higher value; in the data active = fluorescence above about 89;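 also: glutathione beads carrying GST-tagged Bcl family fusion proteins plus one bare bead set; values are compound well signal with DMSO vehicle wells as background; inactives centre near 16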
# Mcl1-Bid inh: Mcl-1/Bid binding inhibitors, primary screen, biochemical, TR-FRET, 1536-well; Induced myeloid leukemia cell differentiation protein Mcl-1 (Homo sapiens), Q07820; TR-FRET Mcl-1/Bid-Dy647 peptide binding; inhibition, % at 21.7 µM; hit rate 0.97% among 220,000; AID 1021, 2008;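 active = compounds that cut the binding signal by more than half at the single screening dose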;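 also: His-tagged Mcl-1 with europium anti-His antibody binding Bid BH3 peptide; 0% = Mcl-1 plus peptide wells and 100% = peptide-only wells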
# Bcl-W Bim block: inhibitors of Bim binding to Bcl-W, primary screen, biochemical, multiplexed, bead-based flow cytometry | Bim peptide-Bcl-W binding | Bcl-2-like protein 2 (Homo sapiens), Q92843 | hit rate 0.02% among 190,000 | inhibition, % at 10 µM;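 also: 0% = bound tracer without compound and 100% = peptide blocker; higher means less fluorescent Bim peptide bound to Bcl-W beads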
# Target sequence (Q92843 whole entry, looked up): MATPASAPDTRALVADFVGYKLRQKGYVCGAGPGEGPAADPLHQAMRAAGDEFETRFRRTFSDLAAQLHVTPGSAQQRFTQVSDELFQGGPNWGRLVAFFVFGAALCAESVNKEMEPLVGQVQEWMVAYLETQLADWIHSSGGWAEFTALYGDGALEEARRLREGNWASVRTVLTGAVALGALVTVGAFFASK
# RGS7-Gao: RGS7-Galphao binding modulators, primary screen, biochemical, multiplexed bead flow cytometry | actives lie on both sides | binding response (% of control), % at 10 µM | hit rate 0.35% among 220,000 | AID 1439, 2008; in the data active = binding response below about 49% or above about 150%; inconclusive = no clear call, values can overlap the other calls; inactive = in between;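 also: fluorescent Galphao held in activated GDP-AlF4 state binding bead-coupled RGS7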
# Target sequence (P09471 whole entry, looked up): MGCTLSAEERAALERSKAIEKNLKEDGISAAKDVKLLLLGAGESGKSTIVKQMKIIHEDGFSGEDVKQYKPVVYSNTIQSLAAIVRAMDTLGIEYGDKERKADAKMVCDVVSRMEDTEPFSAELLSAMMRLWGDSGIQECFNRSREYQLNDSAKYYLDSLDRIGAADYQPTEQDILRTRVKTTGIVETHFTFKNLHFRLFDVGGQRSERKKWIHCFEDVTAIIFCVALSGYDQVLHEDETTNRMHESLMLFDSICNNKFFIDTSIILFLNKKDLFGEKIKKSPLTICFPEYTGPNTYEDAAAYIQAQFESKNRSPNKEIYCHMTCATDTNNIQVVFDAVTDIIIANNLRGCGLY
# Bim-Bcl-XL: inhibitors of Bim-Bcl-XL binding, primary screen, biochemical, multiplexed, bead flow cytometry, human Bcl-XL; Bcl-2-like protein 1 (Homo sapiens), Q07817; Bim peptide-Bcl-XL binding, fluorescence; inhibition, % at 10 µM; hit rate 0.04% among 190,000
# Target sequence (Q07817 whole entry, looked up): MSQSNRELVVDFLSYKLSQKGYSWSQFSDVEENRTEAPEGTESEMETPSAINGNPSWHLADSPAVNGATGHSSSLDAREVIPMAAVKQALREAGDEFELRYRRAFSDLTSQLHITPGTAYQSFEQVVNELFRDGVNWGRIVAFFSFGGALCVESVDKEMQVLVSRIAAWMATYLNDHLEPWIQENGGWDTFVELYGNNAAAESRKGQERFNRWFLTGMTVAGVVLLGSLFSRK
# Bfl-1 Bim block: inhibitors of Bim binding to Bfl-1, primary screen, biochemical, multiplexed, bead-based flow cytometry. hit rate 0.12% among 190,000. inhibition, % at 10 µM. Bim-Bfl-1 binding inhibition. Bcl-2-related protein A1 (Homo sapiens), Q16548;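 also: 0% = wells without compound plus tracer and 100% = blocker peptide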
# Bcl-2 Bim block: inhibitors of Bim-Bcl-2 binding, primary screen, biochemical, multiplexed, human Bcl-2 family; inhibition, % at 10 µM; hit rate 0.06% among 190,000; Apoptosis regulator Bcl-2 (Homo sapiens), P10415; Bead-based flow cytometry, Bim peptide-Bcl-2 binding; AID 950, 2007; in the data active = inhibition above about 40%; inconclusive = no clear call, values can overlap the other calls;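 also: 0% = no compound wells with probe peptide and 100% = reference peptide inhibitor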
# Mcl-1 Bim block: inhibitors of Bim peptide binding to Mcl-1, primary screen, biochemical, bead-based flow cytometry, multiplex | Induced myeloid leukemia cell differentiation protein Mcl-1 (Homo sapiens), Q07820 | Bim peptide-Mcl-1 binding | inhibition, % at 10 µM | hit rate 0.1% among 190,000 | AID 1009, 2008;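 also: 0% = no compound tracer wells and 100% = peptide blocker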
# RGS8-Gao: RGS8-Galphao binding modulators, primary screen, biochemical, multiplexed bead flow cytometry; Guanine nucleotide-binding protein G(o) subunit alpha (Homo sapiens), P09471; actives lie on both sides; response (percent of control binding), % at 10 µM; hit rate 0.34% among 220,000; AID 1423, 2008; in the data active = response below about 60% or above about 140%; inactive = in between;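 also: Galphao activated as the GDP aluminium fluoride complex binding bead-coupled RGS8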
# RGS4-Gao reg: modulators of RGS4 binding to Galphao, primary screen, biochemical, multiplexed bead flow cytometry | Guanine nucleotide-binding protein G(o) subunit alpha (Homo sapiens), P09471 | actives lie on both sides | binding response (% of control), % at 10 µM | hit rate 0.33% among 220,000 | AID 1415, 2008; in the data active = binding response below about 49% or above about 150%; inactive = in between;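 also: fluorescent Galphao activated with aluminum fluoride binding bead-coupled RGS4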
# * marks the source's active call; other numbers are inactive results; ? = inconclusive. Rule as the data show it, unless noted: active = inhibition above about 40%. The order is random; 1.8% or so of the library scored in one or more.
SMILES,Bcl-B Bim block,GSH bead fluor,Mcl1-Bid inh,Bcl-W Bim block,RGS7-Gao,Bim-Bcl-XL,Bfl-1 Bim block,Bcl-2 Bim block,Mcl-1 Bim block,RGS8-Gao,RGS4-Gao reg
COc1ccc(NC(=O)/C=C/c2cc(Br)ccc2OC)cc1,-4,22,-8,-3,100,-5,-3,-6,-2,103,98
COC(=O)C(NC(=O)C(C)Oc1ccccc1)C(C)C (stereo not drawn),-6,31,-33,0,99,-4,-14,-6,-1,102,99
COc1ccc(C2CC(=O)c3sc(NC(C)=O)nc3C2)cc1 (stereo not drawn),-12,22,-3,0,106,-6,9,2,-1,102,100
CN1CCN(C(=S)Nc2ccc(Cl)c(Cl)c2)CC1,-23,11,-82,0,100,-6,5,-3,-10,99,100
COc1ccc(C(=O)n2nc(C)cc2C)cc1Br,-1,19,-1,-1,100,-1,0,0,-4,100,100
CCN(CC)Cc1c(O)c(Cl)cc2c(C)cc(=O)oc12,-2,13,-36,5,?,0,-5,-1,0,100,97
CCN(CC(=O)NC1CCS(=O)(=O)C1)S(=O)(=O)c1ccc(C)cc1C (stereo not drawn),-3,8,-13,0,100,0,0,1,0,97,99
Cc1ccc(S(=O)(=O)N(CCC#N)CCN2CCCC2)cc1,-3,22,-7,-2,92,0,-4,-2,0,101,95
CC(=O)Nc1ccc(S(=O)(=O)Nc2ncccn2)cc1,-2,6,-31,5,100,2,-3,-1,1,100,100
Cc1ccc(S(=O)(=O)N[C@H](C(=O)N2CCC3(O)CCCCC3C2)c2ccccc2)cc1 (stereo partly drawn),-3,9,-13,0,103,0,0,-4,-2,98,105
O=C(c1ccco1)c1cc2c(ccc3ccccc32)oc1=O,-3,12,-9,6,100,1,-4,-4,3,101,101
CC(C)NC(=O)C1CC(=O)N(c2ccc(F)c(Cl)c2)C1 (stereo not drawn),-1,29,-8,0,102,-1,-3,-1,1,102,103
COC(=O)CNC(=O)c1ccc(=O)oc1,-6,24,-15,-2,95,-3,-11,-10,-2,102,100
Cc1cc(C)[n+](-c2ccc(F)cc2)c2[nH]c(=O)[nH]c(=O)c12,8,15,18,11,101,16,10,9,11,95,100
COc1ccc(CCN(Cc2cc3cc(C)ccc3[nH]c2=O)C(=O)N2CCCC2)cc1OC,-3,52,-14,6,98,0,-8,0,2,96,92
Nc1nc(SCc2c(F)cccc2Cl)[nH]c(=O)c1-c1ccccc1,0,55,-8,1,111,-4,0,-1,1,128,112
Cc1c(NC(=O)CSc2nnnn2Cc2ccccc2)c(=O)n(-c2ccccc2)n1C,0,25,-1,1,101,0,-2,3,-1,101,103
C=CCc1ccccc1OCC(O)Cn1ccnc1C (stereo not drawn),-2,43,-11,-1,99,-2,-5,0,0,100,100
NC(=O)c1cc(N)ccc1N1CCCC1,-6,10,-26,4,102,-3,-2,-6,-2,101,101
O=C(COC(=O)c1cc2ccccc2o1)c1ccccc1,0,8,-26,-1,105,-2,-1,0,2,105,103
Cc1c(C(=O)Nc2nc3ccccc3[nH]2)cccc1[N+](=O)[O-],-7,19,13,-3,102,-10,-19,-9,-3,104,104
Cc1ccc(C(=O)CN2C(=O)C(C)Oc3ccccc32)cc1 (stereo not drawn),-3,14,-22,-5,97,-2,-4,-1,0,101,98
Cc1nn(-c2ccccc2)c(Cl)c1/C=N/Nc1ccc(S(=O)(=O)Nc2ccccc2C(=O)O)cc1[N+](=O)[O-],-3,20,100*,-4,100,-3,-3,-3,-3,103,102
CCOC(=O)c1c(NC(=S)Nc2ccccc2)sc2c1CCN(CCc1ccccc1)C2,-14,12,-127,0,120,-6,3,0,-1,98,117
COc1ccc(S(=O)(=O)NC(C)C)cc1C(=O)N1CCOCC1,0,16,-1,-1,98,0,0,0,0,98,100

# Sorted by count of non-hydrogen atoms (falling): part of the list above.
SMILES,Bcl-B Bim block,GSH bead fluor,Mcl1-Bid inh,Bcl-W Bim block,RGS7-Gao,Bim-Bcl-XL,Bfl-1 Bim block,Bcl-2 Bim block,Mcl-1 Bim block,RGS8-Gao,RGS4-Gao reg
Cc1nn(-c2ccccc2)c(Cl)c1/C=N/Nc1ccc(S(=O)(=O)Nc2ccccc2C(=O)O)cc1[N+](=O)[O-],-3,20,100*,-4,100,-3,-3,-3,-3,103,102
COc1ccc(CCN(Cc2cc3cc(C)ccc3[nH]c2=O)C(=O)N2CCCC2)cc1OC,-3,52,-14,6,98,0,-8,0,2,96,92
CCOC(=O)c1c(NC(=S)Nc2ccccc2)sc2c1CCN(CCc1ccccc1)C2,-14,12,-127,0,120,-6,3,0,-1,98,117
Cc1ccc(S(=O)(=O)N[C@H](C(=O)N2CCC3(O)CCCCC3C2)c2ccccc2)cc1 (stereo partly drawn),-3,9,-13,0,103,0,0,-4,-2,98,105
CCN(CC(=O)NC1CCS(=O)(=O)C1)S(=O)(=O)c1ccc(C)cc1C (stereo not drawn),-3,8,-13,0,100,0,0,1,0,97,99
Nc1nc(SCc2c(F)cccc2Cl)[nH]c(=O)c1-c1ccccc1,0,55,-8,1,111,-4,0,-1,1,128,112
COc1ccc(S(=O)(=O)NC(C)C)cc1C(=O)N1CCOCC1,0,16,-1,-1,98,0,0,0,0,98,100
Cc1c(C(=O)Nc2nc3ccccc3[nH]2)cccc1[N+](=O)[O-],-7,19,13,-3,102,-10,-19,-9,-3,104,104
Cc1cc(C)[n+](-c2ccc(F)cc2)c2[nH]c(=O)[nH]c(=O)c12,8,15,18,11,101,16,10,9,11,95,100
C=CCc1ccccc1OCC(O)Cn1ccnc1C (stereo not drawn),-2,43,-11,-1,99,-2,-5,0,0,100,100
CN1CCN(C(=S)Nc2ccc(Cl)c(Cl)c2)CC1,-23,11,-82,0,100,-6,5,-3,-10,99,100
COC(=O)CNC(=O)c1ccc(=O)oc1,-6,24,-15,-2,95,-3,-11,-10,-2,102,100

# Remaining list, next part:
SMILES,Bcl-B Bim block,GSH bead fluor,Mcl1-Bid inh,Bcl-W Bim block,RGS7-Gao,Bim-Bcl-XL,Bfl-1 Bim block,Bcl-2 Bim block,Mcl-1 Bim block,RGS8-Gao,RGS4-Gao reg
COc1cccc(-c2cc(C(=O)Nc3ccn(Cc4ccc(C)cc4)n3)no2)c1,-3,21,-4,0,105,0,-1,-7,0,103,103
O=C(CC1OC(=O)c2ccccc21)NC1CCCCC1 (stereo not drawn),-10,28,-17,-2,97,-8,-18,-15,-4,100,100
C=CCOc1ccc2c(OC)c3ccoc3nc2c1OC,-1,16,-15,-2,99,-2,2,8,-1,90,99
CCOC(=O)N1CCC(NC(=O)C2CCN(S(=O)(=O)c3cnc[nH]3)CC2)CC1,-5,22,-26,2,99,-8,-17,-8,-1,97,97
CCCn1nc(Oc2nc(N(C)C)nc(N(C)C)n2)ccc1=O,-5,16,-15,1,95,-1,-7,-6,2,100,98
COC(=O)c1ccc(N=NNc2ccccc2)cc1,-4,4,-30,-1,111,-4,1,2,-2,107,106
OC1(c2ccc(F)cc2)CCN(Cc2nnnn2Cc2cccs2)CC1,-4,37,3,-4,90,-1,-7,-5,-7,86,89
Cc1cccc(CCNC(=O)CCS(=O)(=O)c2ccc(Br)cc2)c1,-4,11,-2,0,101,-4,-1,-2,-2,101,101
O=C(NCc1n[nH]c(=S)n1-c1cccc(Cl)c1)c1ccc(S(=O)(=O)N2CCCC2)cc1,-26,5,-57,0,103,0,6,1,1,101,99
Cc1cccc(C)c1OCc1nnc(SCC(=O)NCCc2ccccc2)o1,-9,17,-3,-2,97,-4,-1,-2,-2,80,93
CCOc1cc(NC(=O)c2ccccn2)c(OCC)cc1NC(=O)c1cccc(C)c1,-2,24,-44,0,102,-1,-5,-3,0,105,104
O=C(CCC(=O)Nc1ccccc1)NCCO,0,22,-11,3,101,3,2,6,3,102,100
O=C(OCC(=O)c1ccco1)c1ccc2ncsc2c1,0,30,4,0,98,-1,-1,-1,0,99,98
COc1ccc2[nH]c3c(=O)n(CCCCC(=O)NCCC(C)C)c(=S)[nH]c3c2c1,-25,14,-34,-2,?,-3,0,1,-2,100,100
Cc1nc(Nc2ccc(Cl)cc2Cl)sc1C(=O)Nc1ccccc1,-9,16,-17,-6,95,-7,-12,-6,-4,96,96
Cc1onc(-c2c(F)cccc2Cl)c1C(=O)Nc1sc2c(c1C(N)=O)CCC2,-5,15,-6,0,100,-6,-12,-7,-2,100,98
c1ccc2c(c1)nc1n2CCN1CCNC1CCCCC1,-10,32,10,-2,100,-5,-17,-11,-4,104,103
CS(=O)(=O)Nc1ccc(C2=NN(S(C)(=O)=O)C(c3ccccc3)C2)cc1 (stereo not drawn),-7,10,10,-3,101,-4,-1,-5,-3,103,101
O=C(NCc1ccco1)Nc1ccc2snnc2c1,-9,28,-4,0,98,0,-14,-6,0,103,99
Cc1ccc(-c2cc(-c3ccccc3)nc(Cl)n2)cc1,-3,27,-7,-4,103,-4,-1,0,-2,103,104
CCOC(=O)c1cnc(SCc2ccc(C(C)(C)C)cc2)nc1N,-5,5,1,-3,103,-3,-11,-5,2,99,99
COc1ccc(Nc2ccc(Cl)cc2)c(C(=O)O)c1,-1,5,-33,0,104,-3,0,1,-3,101,99
COc1ccc(OC)c(/C=C/c2c([N+](=O)[O-])c(=O)n(C)c(=O)n2C)c1,-4,14,-8,-9,105,-4,-2,0,-4,99,100
S=c1[nH]nc(-c2cc3c(s2)-c2ccccc2CC3)o1,-31,29,11,-3,105,1,3,-4,0,98,99
O=C(NC1CCCCCC1)C1CCCN(S(=O)(=O)c2cnc[nH]2)C1 (stereo not drawn),1,14,-25,-1,101,3,5,7,1,97,102
O=C(Nc1nnc(-c2ccccc2SCc2ccccc2)s1)Nc1ccccc1F,0,9,-8,-2,104,-3,0,-1,-2,104,101
O=C(CNC(=O)c1ccncc1)N/N=C/c1ccccn1,3,16,-10,-1,103,-3,0,-4,-3,101,101

# From PubChem BioAssay
